Compound activity: PubChem, several laboratories
OPRM1-OPRD1 ag: agonists of OPRM1-OPRD1 heterodimerization, primary screen, cell-based, luminescence. cells. activation, % at 9.3 µM. 0.3% of 340,000 active. AID 504326, 2011; in the data active means activation above about 18%;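 further: 0% = vehicle-treated cells and 100% = reference agonist; values of inactives mirror those of a sister screen read the other way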
DSG3 Ab inh: inhibitors of pemphigus antibody binding to DSG3, primary screen, biochemical, bead-based, flow cytometry, scFv-GFP | binding (percent of control), % at 10 µM | Desmoglein-3 (Homo sapiens), P32926 | 0.48% of 310,000 active | DSG3-coupled beads, scFv-anti-DSG3-GFP binding; stronger effect = lower value | AID 588358, 2011;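 active means binding more than 3 SD below its plate's average and above zero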;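 further: hits lower antibody fragment binding to DSG3; some compounds called inactive have numbers as strong as hits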
Target sequence (P32926 whole entry, looked up, the tested form may be a part): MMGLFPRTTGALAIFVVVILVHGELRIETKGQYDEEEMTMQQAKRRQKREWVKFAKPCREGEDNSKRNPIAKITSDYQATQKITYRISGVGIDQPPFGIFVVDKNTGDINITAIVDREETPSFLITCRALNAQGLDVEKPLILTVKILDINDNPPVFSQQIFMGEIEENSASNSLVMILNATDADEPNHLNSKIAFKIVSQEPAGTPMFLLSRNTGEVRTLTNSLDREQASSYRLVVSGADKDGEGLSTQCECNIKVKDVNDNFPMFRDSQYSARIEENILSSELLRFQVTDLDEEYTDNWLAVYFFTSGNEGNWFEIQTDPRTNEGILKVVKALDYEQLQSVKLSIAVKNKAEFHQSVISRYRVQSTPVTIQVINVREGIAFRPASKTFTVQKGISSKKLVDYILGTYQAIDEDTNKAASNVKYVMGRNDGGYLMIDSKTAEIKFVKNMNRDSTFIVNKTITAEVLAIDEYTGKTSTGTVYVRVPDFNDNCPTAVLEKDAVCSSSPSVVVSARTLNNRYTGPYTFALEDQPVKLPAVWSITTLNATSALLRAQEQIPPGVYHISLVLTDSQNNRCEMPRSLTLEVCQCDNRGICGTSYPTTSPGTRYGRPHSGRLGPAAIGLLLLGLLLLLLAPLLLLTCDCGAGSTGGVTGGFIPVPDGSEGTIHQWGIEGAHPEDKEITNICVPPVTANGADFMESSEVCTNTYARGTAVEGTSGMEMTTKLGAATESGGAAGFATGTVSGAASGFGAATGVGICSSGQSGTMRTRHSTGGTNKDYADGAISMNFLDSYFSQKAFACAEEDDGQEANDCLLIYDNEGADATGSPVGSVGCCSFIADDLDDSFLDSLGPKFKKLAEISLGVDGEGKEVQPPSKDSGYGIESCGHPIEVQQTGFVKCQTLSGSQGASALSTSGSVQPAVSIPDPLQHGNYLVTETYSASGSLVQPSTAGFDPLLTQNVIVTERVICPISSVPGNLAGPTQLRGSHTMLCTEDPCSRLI
HTR5A ag ctr: HTR5A agonists in luminescence cell assay, primary screen, counter-screen for OPRM1-OPRD1 heterodimer agonist project, full-deck HTS | 5-hydroxytryptamine receptor 5A (Homo sapiens), P47898 | cell-based | activation, % at 9.3 µM | 0.61% of 340,000 active; in the data active means activation mostly above about 9.5%, no sharp cut-off; inactive means mostly below about 7.6%;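 further: 0% = cells with vehicle only and 100% = reference agonist; strong numbers were not always called active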
PKA-R1A act: activators of PKA-R1A holoenzyme, primary screen, biochemical, fluorescence polarization, Cy5-IP20, bovine R1A, mouse PKAc | cAMP-dependent protein kinase type I-alpha regulatory subunit (Bos taurus) + … | PKA-R1A dissociation; scaled: DMSO 0%, 113 µM cGMP 100% | activation, % at 11.4 µM | 0.083% of 340,000 active;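 active means percent activation above the mean of all tested compounds plus 3 SD, cut at about 19% in these data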;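 further: higher means more PKAc released from R1A so a rise in polarization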
OPRM1-OPRD1 inv: inverse agonists of MOR-DOR heterodimerization, primary screen, cell-based, luminescence; inhibition, % at 9.3 µM; cell-based MOR-DOR heterodimer luminescence, inverse agonism; Mu-type opioid receptor (Homo sapiens) + Delta-type opioid receptor (Homo sapiens), …; 0.21% of 340,000 active; in the data active means inhibition above about 22%, passing the limit was not always enough;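 further: 0% = cells with DMSO and 100% = wells without cells with DMSO; values of inactives mirror those of a sister screen read the other way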
DAGLB inh: DAGLB lipase inhibitors, primary screen, biochemical, fluorescence, HTS; HEK293T DAGLB membrane lysate, EnzChek fluorogenic substrate; Diacylglycerol lipase-beta (Homo sapiens), Q8NCG7; 0.059% of 340,000 active; inhibition, % at 5.17 µM; AID 504411, 2011; in the data active means inhibition above about 34%;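 further: 0% = enzyme with vehicle and 100% = wells lacking enzyme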
HTR5A inv ctr: HTR5A inverse agonists in luminescence cell assay, primary screen, counter-screen for OPRM1-OPRD1 heterodimer inverse agonist project, full-deck HTS; 5-hydroxytryptamine receptor 5A (Homo sapiens), P47898; HTR5A cell line, inverse agonism; inhibition, % at 9.3 µM; 0.083% of 340,000 active; AID 504634, 2011; in the data active means inhibition mostly above about 23%, no sharp cut-off; inactive means mostly below about 18%;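 further: 0% = cells with DMSO and 100% = no-cell wells with DMSO; some compounds called inactive have numbers as strong as hits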
V-ATPase pH: regulators of yeast V-ATPase proton pumping, primary screen, pHLuorin cytosolic pH fluorescence; S. cerevisiae; response, % at 10 µM; 0.37% of 350,000 active; AID 504577, 2011; in the data active means response mostly above about 7.3%, no sharp cut-off; inactive means mostly below about 5.4%; further: actives read high; inactives centre near 0; some compounds called inactive have numbers as strong as hits; reference of the scale not given here
Arr AP2 block: inhibitors of beta-arrestin/AP2 binding, primary screen, biochemical, GPCR trafficking, flow cytometry | inhibition, % at 10 µM | beta-arrestin 1 C-terminal peptide binding to AP2 beta2-adaptin appendage (human) | FITC-arrestin peptide / GST-AP2 beads; AP2 beta2 appendage carries R879A mutation | 0.31% of 340,000 active;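 active means inhibition above a set limit, near 3 SD of compounds lacking own fluorescence, cut at about 54% in these data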;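 further: plate controls were DMSO wells for no effect and 5 µM unlabelled arrestin peptide for full effect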
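system = GST-tagged AP2 beta2-adaptin appendage (R879A) on 4 µm glutathione beads | reagent = FITC-labelled arrestin peptide probe, 50 nM final | schedule = compound with beads 12 min RT, then probe 1 h RT | signal = HyperCyt-sampled flow cytometry, FL1 channel, ex 488/em 535 nm | read-out = percent response from loss of bead-bound FITC fluorescence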
PKA-R2B activ: activators of PKA-R2B holoenzyme, primary screen, biochemical, fluorescence polarization, Cy5-IP20, human | 0.079% of 340,000 active | PKA-R2B holoenzyme dissociation; R2B truncated from residue 108, S112A mutant; 0% DMSO only, 100% 113 µM cGMP | activation, % at 11.4 µM;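 active means activation above a cutoff set at the mean over all compounds plus 3 SD, cut at about 18% in these data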;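 further: higher means more holoenzyme dissociation and a rise in polarization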
* hit, by the source's call; . = no result given. Rows were taken by chance; about 2.4% have a hit in one of these screens.

SMILES | OPRM1-OPRD1 ag | DSG3 Ab inh | HTR5A ag ctr | PKA-R1A act | OPRM1-OPRD1 inv | DAGLB inh | HTR5A inv ctr | V-ATPase pH | Arr AP2 block | PKA-R2B activ
O=C(COC(=O)[C@H](Cc1ccccc1)NC(=O)c1ccco1)NCc1ccccc1 | 0.3 | 97.7 | 5.9 | -8.1 | -1.2 | 2.5 | -16.2 | -3.4 | 1.9 | 2.9
Cc1ccc(-c2cc(C(=O)N3CCN(C(=O)c4ccco4)CC3)[nH]n2)c(C)c1 | -1.5 | 104.5 | 2.4 | 0.2 | 8.4 | -5.1 | -10.2 | 0.6 | -9.7 | -6.1
Cc1c(C(=O)Nc2ccccn2)oc2ccccc12 | 2.9 | 98.2 | -2.1 | -8.9 | -16.4 | -5.5 | -35.2 | -3.6 | 7.8 | -4.0
O=C(NCCCN1CCOCC1)c1cc(-c2ccc(Cl)s2)nc2ccccc12 | -2.7 | 99.0 | -6.0 | -0.9 | 13.9 | 2.7 | 14.5 | -2.8 | -11.1 | -13.6
Cc1ccccc1NC(=O)C1CCCN(S(=O)(=O)c2cnc[nH]2)C1 (configuration not stated) | -1.6 | 111.9 | 1.8 | 5.0 | 8.3 | -3.2 | -5.4 | -1.0 | 8.2 | -5.7
CCOC(=O)Cc1[nH]nc2c1C(c1cc(OC)ccc1OC)C(C#N)=C(N)O2 (configuration not stated) | -1.4 | 100.3 | 2.1 | -7.5 | 7.9 | -2.1 | 0.5 | 0.7 | 6.8 | 4.6
COc1ccccc1C(=O)N/C(=C/c1ccc(Br)cc1)C(=O)NCC(=O)O | 0.5 | 92.5 | 1.4 | -6.5 | -2.5 | 1.1 | 0.1 | -0.7 | 0.3 | -8.0
CN(C)S(=O)(=O)c1ccc(C(=O)Nc2ccc(CCC(=O)N3CCCC3)cc2)cc1 | 0.0 | 106.4 | 6.7 | 1.9 | 0.0 | 3.1 | -16.1 | -4.5 | 16.6 | -9.9
Cc1csc(SCC(=O)c2c(N)n(CC(C)C)c(=O)n(C)c2=O)n1 | 0.7 | 99.8 | 3.3 | -13.0 | -3.4 | -0.6 | -8.6 | 5.4 | -0.4 | -9.1
Cn1nc(SCc2ccccc2)c(=O)n(C(c2ccccc2)c2ccccc2)c1=O | 2.9 | 111.7 | 1.7 | -4.4 | -12.6 | -13.0 | -6.4 | 0.9 | 9.2 | 9.6
CC(=O)NC12CC3CC(C1)CC(C(=O)Nc1nccs1)(C3)C2 | -2.8 | 103.6 | 8.6 | 0.8 | 11.8 | 0.9 | 9.9 | -0.9 | -8.9 | 1.1
C=CCc1ccc(OCCCOc2ccc(C)cc2OC)c(OC)c1 | 2.7 | 107.2 | 1.7 | -3.7 | -13.3 | -15.0 | -3.7 | 3.9 | -8.7 | -0.5
CCOc1cc2[nH]c(=S)n(Cc3ccc(C(=O)NCCOC)cc3)c(=O)c2cc1OCC | -3.2 | 100.4 | -6.4 | 3.3 | 17.2 | -0.8 | 16.3 | 1.4 | 9.7 | 0.2
CCOc1ccc(NC(=O)CCNC(=O)c2ccco2)cc1 | -1.8 | 100.3 | -2.4 | 7.9 | 9.4 | -0.1 | -0.1 | -1.1 | 21.3 | 0.4
Cc1ccc(C(=O)NN2C(=O)C3C4C=CC(C4)[C@@H]3C2=O)cc1 (some centres not stated) | -0.7 | 113.1 | 7.4 | -2.8 | 3.9 | 0.6 | -1.6 | 7.8 | 5.9 | -9.2
O=C(NCCC1=CCCCC1)c1ccc(Cl)c(S(=O)(=O)N2CCCCC2)c1 | 0.3 | 101.2 | 2.2 | -5.4 | -1.9 | -4.9 | -20.5 | -2.6 | 2.7 | -3.5
O=C(CN(c1cc(C(F)(F)F)ccc1Cl)S(=O)(=O)c1ccccc1)NCc1cccnc1 | -1.9 | 105.0 | -2.1 | -1.7 | 10.2 | -2.8 | 11.0 | 1.1 | 2.4 | -6.2
c1ccc(N2CCN(c3nnnn3-c3ccccc3)CC2)cc1 | -3.4 | 100.8 | -6.2 | -5.2 | 19.3 | 2.6 | 15.6 | -1.7 | 2.9 | 12.2
O=C(c1cc2ccccc2oc1=O)N(Cc1cccs1)Cc1ccccc1Cl | -2.2 | 102.5 | 0.4 | -11.0 | 13.6 | -3.7 | -22.8 | -2.5 | 20.7 | -7.0
COC(=O)c1c(NC(=O)c2ccccc2F)sc2c1C(C(=O)OC)CC2 (configuration not stated) | -0.7 | 110.6 | -0.8 | 2.7 | 3.5 | -1.7 | 2.6 | -0.2 | 21.3 | -2.8
CCOC(=O)c1cc(S(=O)(=O)Nc2cccc(OC)c2)cn1C | -1.3 | 101.3 | 7.0 | -4.6 | 6.9 | -4.0 | 10.3 | 3.8 | -6.5 | 8.4
CSc1ccc(/C=C/C(=O)N2CCN(c3ccccn3)CC2)cc1 | 2.7 | 113.0 | 0.1 | -8.8 | -11.1 | 2.2 | -0.2 | 0.2 | -17.5 | 3.5
CC1=C(C(=O)Nc2cccc(C(=O)NC(C)C)c2)SCCO1 | -0.9 | 97.8 | 0.1 | 2.8 | 3.9 | -1.6 | -0.2 | -1.1 | -14.6 | 5.0
CC(C)Oc1ccc(S(=O)(=O)N2CCOCC2)cc1NC(=O)Cc1ccsc1 | 0.2 | 115.2 | 3.3 | -0.3 | -1.0 | -2.3 | -13.5 | -0.4 | 34.3 | -1.1
Cc1ccc(-n2c(N)c(C#N)c(-c3ccc(Cl)cc3)c(C#N)c2=O)cc1 | -0.1 | 97.0 | 1.1 | -10.5 | 0.5 | 2.4 | -3.3 | 0.1 | 6.6 | 2.6

The list goes on (three carried over from the part before).
SMILES | OPRM1-OPRD1 ag | DSG3 Ab inh | HTR5A ag ctr | PKA-R1A act | OPRM1-OPRD1 inv | DAGLB inh | HTR5A inv ctr | V-ATPase pH | Arr AP2 block | PKA-R2B activ
CC1=C(C(=O)Nc2cccc(C(=O)NC(C)C)c2)SCCO1 | -0.9 | 97.8 | 0.1 | 2.8 | 3.9 | -1.6 | -0.2 | -1.1 | -14.6 | 5.0
CC(C)Oc1ccc(S(=O)(=O)N2CCOCC2)cc1NC(=O)Cc1ccsc1 | 0.2 | 115.2 | 3.3 | -0.3 | -1.0 | -2.3 | -13.5 | -0.4 | 34.3 | -1.1
Cc1ccc(-n2c(N)c(C#N)c(-c3ccc(Cl)cc3)c(C#N)c2=O)cc1 | -0.1 | 97.0 | 1.1 | -10.5 | 0.5 | 2.4 | -3.3 | 0.1 | 6.6 | 2.6
Nc1c(N(CCO)C(=O)c2ccccc2OCc2ccccc2Cl)c(=O)[nH]c(=O)n1Cc1ccccc1 | -2.9 | 92.0 | 5.5 | 2.5 | 11.1 | 0.9 | 10.9 | -3.0 | 24.1 | -0.2
COc1cc2c(c(OC)c1OC)-c1ccc(NCc3ccccc3)c(=O)cc1C(NC(C)=O)CC2 (configuration not stated) | . | 106.0 | . | -5.6 | . | 0.5 | . | -0.9 | . | -10.3
COc1cc(Nc2cccc[n+]2C)cc(OC)c1OC | 1.6 | . | -0.9 | -4.3 | -7.1 | -2.6 | 3.4 | -0.6 | -24.0 | -9.1
C=CCOc1ccccc1CN1CCC(C(=O)Nc2cccc(-c3ccn[nH]3)c2)CC1 | -2.2 | 106.9 | 1.3 | 0.4 | 12.1 | -3.2 | -8.6 | 0.6 | -14.0 | 3.3
c1ccc(-c2ncc3c(ccc4ccccc43)n2)cc1 | 1.5 | 95.4 | 1.6 | -11.8 | -9.1 | -5.1 | -4.4 | -1.0 | 5.7 | -1.5
Cc1nc(C)n(CC(O)COc2ccc3c(c2)CCC3)n1 (configuration not stated) | -2.5 | 104.3 | 0.7 | -6.0 | 13.8 | -0.7 | -1.9 | -1.4 | 10.8 | -9.9
CC1=C(C(=O)OC(C)C)C(c2coc3ccccc3c2=O)C2=C(CCCC2=O)N1 (configuration not stated) | -3.7 | 109.3 | 4.6 | -0.9 | 15.5 | -0.2 | 5.2 | 0.5 | 5.4 | -3.9
O=C(O)c1ccccc1-c1c2cc(I)c(=O)c(I)c-2oc2c(I)c(O)c(I)cc12 | -4.0 | 86.1 | -7.0 | 2.9 | 22.3 | -17.5 | 12.7 | -1.6 | 50.9 | 5.4
CC1CCCN(C(=O)COC(=O)COc2ccc(Cl)cc2)C1 (configuration not stated) | 0.8 | . | -1.3 | 1.9 | -4.1 | -6.2 | 5.0 | -2.7 | 17.1 | 1.1
CC(NC(=O)CN1CCc2ccccc21)c1ccccc1 (configuration not stated) | -3.9 | 112.7 | -0.4 | -2.2 | 20.8 | 7.8 | -2.3 | -0.8 | -5.1 | -6.0
Cc1nc(SCC(=O)c2cc3ccccc3oc2=O)c(C#N)c(-c2cccs2)c1C(=O)Nc1ccccc1 | -1.8 | 96.1 | -0.6 | -8.1 | 9.8 | 4.5 | 18.7 | -2.5 | -23.8 | -0.2
CCOc1ccccc1/C=N/OCC(=O)NCc1ccc(F)cc1 | -0.1 | 97.5 | -2.7 | -1.7 | 0.3 | -4.0 | 7.5 | 1.6 | 7.3 | 7.7
CCC1CCc2sc(C(=O)N3CCCN(C)CC3)cc2C1 (configuration not stated) | -1.4 | 112.3 | -0.2 | 3.6 | 5.5 | -0.4 | 0.6 | 2.3 | -6.4 | -0.3
CN1CCC(OC(=O)c2ccc(Cl)cc2Cl)CC1 | -0.7 | 98.9 | 3.8 | -4.5 | 4.8 | 1.6 | -5.2 | 1.4 | 1.6 | -12.2
Cc1ccc(C(=O)N2c3ccccc3N(Cc3ccccc3)C(=O)C2(C)C)cc1 | 3.4 | 98.4 | -4.5 | -18.9 | -20.9 | -0.4 | 11.9 | 0.7 | 1.0 | -12.8
Cn1c(=O)c(-c2ccccc2)nn2c3ccccc3nc12 | -0.4 | 97.1 | 1.2 | 13.6 | 2.1 | -4.7 | 6.0 | 0.5 | -6.8 | -4.2
CCOC(=O)C1CCN(c2cc(=O)n(C3CCCCC3)c(=O)[nH]2)CC1 | 0.6 | 100.7 | -3.5 | 2.1 | -3.2 | 3.4 | 1.2 | 5.2 | -3.4 | -10.9
CC1CCN(C(=O)C2CCN(C(=O)c3ccc(C(C)(C)C)cc3)CC2)CC1 | -1.3 | 92.2 | 3.3 | -4.9 | 8.2 | -2.2 | 15.8 | -0.1 | 26.6 | -5.2
